TEAD-YAP inh = TEAD-YAP interaction inhibition, primary screen, TEAD-YAP interaction inhibitor project, luminescence, HEK-TIYL cells; TEAD-Gal4/YAP UAS-luciferase luminescence; inhibition, % at 9.12 µM; 1.4% of 640,000 active; in the data active = inhibition above about 32%;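 also: 0% = median of test compound wells and 100% = reference inhibitor wells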
GPR151 ag = activators of human GPR151, primary screen, cell-based, PathHunter beta-arrestin, luminescence. G-protein coupled receptor 151 (Homo sapiens), Q8TDV0. PathHunter beta-arrestin GPR151 cells. activation, % at 11.2 µM. 1% of 650,000 active. AID 1508602, 2020; in the data active = activation above about 4.9%;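 also: 0% = median of compound wells and 100% = cells with positive control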
Target sequence (Q8TDV0 whole entry, looked up): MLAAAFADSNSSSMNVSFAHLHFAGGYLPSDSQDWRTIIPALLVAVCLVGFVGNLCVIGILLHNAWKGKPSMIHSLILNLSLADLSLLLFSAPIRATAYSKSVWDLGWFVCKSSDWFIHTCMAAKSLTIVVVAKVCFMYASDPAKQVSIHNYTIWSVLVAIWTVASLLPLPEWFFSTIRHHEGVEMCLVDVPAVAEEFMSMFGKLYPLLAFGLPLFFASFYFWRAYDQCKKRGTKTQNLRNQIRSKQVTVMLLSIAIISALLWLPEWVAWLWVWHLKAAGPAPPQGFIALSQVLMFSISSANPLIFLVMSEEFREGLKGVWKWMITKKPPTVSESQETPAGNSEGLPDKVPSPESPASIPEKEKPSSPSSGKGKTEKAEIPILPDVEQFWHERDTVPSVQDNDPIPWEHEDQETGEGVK
FBW7 act = FBW7 E3 ligase activators, primary screen, biochemical, AlphaScreen, human. F-box/WD repeat-containing protein 7 (Homo sapiens), Q969H0. normalized activity (activation), % at 26.1 µM. AlphaScreen FBW7–phospho-cyclin E peptide binding, activator screen. 0.13% of 650,000 active. AID 1259310, 2017; in the data active = normalized activity above about 1.9%;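 also: purified mutant Fbw7 with reduced substrate affinity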
MITF primary = MITF inhibitors, primary screen, biochemical, AlphaScreen, human; Microphthalmia-associated transcription factor (Homo sapiens), O75030; AlphaScreen MITF homodimerization, bead proximity signal; inhibition, % at 2.6 µM; 0.91% of 650,000 active; in the data active = inhibition above about 50%;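 also: 0% = vehicle wells with protein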
Target sequence (O75030 whole entry, looked up): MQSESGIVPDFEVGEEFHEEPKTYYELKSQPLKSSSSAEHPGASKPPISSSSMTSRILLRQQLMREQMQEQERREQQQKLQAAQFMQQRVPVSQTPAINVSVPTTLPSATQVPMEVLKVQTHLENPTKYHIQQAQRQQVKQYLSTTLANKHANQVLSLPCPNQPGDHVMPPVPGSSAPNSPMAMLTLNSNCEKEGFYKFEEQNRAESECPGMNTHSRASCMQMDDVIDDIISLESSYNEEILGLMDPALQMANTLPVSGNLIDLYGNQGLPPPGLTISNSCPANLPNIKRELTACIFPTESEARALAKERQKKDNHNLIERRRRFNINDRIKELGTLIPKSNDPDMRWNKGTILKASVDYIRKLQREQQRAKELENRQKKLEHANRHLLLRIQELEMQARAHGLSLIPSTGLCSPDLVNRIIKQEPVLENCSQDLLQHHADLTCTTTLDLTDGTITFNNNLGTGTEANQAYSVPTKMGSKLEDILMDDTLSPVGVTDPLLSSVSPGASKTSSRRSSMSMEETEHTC
Starred values were filed as active, the others as inactive; & = joins results of further samples.

Start of the listing, in advance (2 entries):
Each structure is followed by: FBW7 act	MITF primary	TEAD-YAP inh	GPR151 ag
CC(C)(CNC(=O)c1ccco1)CNC(=O)c1ccco1
    0.2	24	-7	-1.0
O=C(NCc1ccccc1)c1ccc2oc(=O)c(S(=O)(=O)c3ccccc3)cc2c1
    0.7	-1	-18	-0.7

The listing, from the start:
Each structure is followed by: FBW7 act	MITF primary	TEAD-YAP inh	GPR151 ag
CC(C)(CNC(=O)c1ccco1)CNC(=O)c1ccco1
    0.2	24	-7	-1.0
O=C(NCc1ccccc1)c1ccc2oc(=O)c(S(=O)(=O)c3ccccc3)cc2c1
    0.7	-1	-18	-0.7
O=C(NCC(c1ccco1)N1CCc2ccccc2C1)c1ccc2c(c1)OCO2 (stereo unspecified)
    0.2	13	-3	-0.3
Cc1cc(NCc2cccc(C(F)(F)F)c2)nc(Nc2ccccn2)n1
    0.2	-2	29	2.6
CCc1ccc(-c2cc3c(=O)n(CC(=O)NCc4cccc(OC)c4)nc(C)n3n2)cc1
    0.1	0	-8	-0.4
Cn1c(=NC(=O)c2ccc3c(c2)OCCO3)sc2cc(Br)ccc21
    -0.1	-16	-36	1.3
O=C(Cn1cnc([N+](=O)[O-])n1)N/N=C/c1cccc2ccccc12
    -0.1	-6	-1	0.7
Cc1cc(C(F)F)n2nc(C(=O)Nc3cc(Cl)cc(Cl)c3)nc2n1
    0.0	7	9	-0.5
COc1ccc(OC)c(CNCCCO)c1
    0.1	-6	-6	1.4
COc1cc(NC(=O)c2cc(Cl)nc(-n3cc(NC(=O)Cc4ccccc4)cn3)c2)ccc1N1CCOCC1
    0.1	-6	-3	0.5
Cc1nc2ccccn2c1C(=O)NC1CCCCC1
    0.0	-4	4	1.2
CN1C(=C(C#N)C(=O)COC(=O)CN2C(=O)NC(C)(C)C2=O)N(C)c2ccccc21
    -0.2	-58	-4	0.3
COc1ccc(N(CC(=O)NC2CCCCCC2)S(=O)(=O)c2c(C)noc2C)cc1
    0.0	0	-13	-0.4
Cc1ccc(NC(=O)c2sc3nc(-c4cccs4)cc(C(F)(F)F)c3c2N)cc1
    0.3	3	1	-1.0
O=c1c2nnn(Cc3ccc(Cl)cc3)c2ncn1C/C=C/c1ccccc1
    -0.3	-16	11	1.4

Other entries
Each structure is followed by: FBW7 act	MITF primary	TEAD-YAP inh	GPR151 ag
Cc1cc(CN2CCN(C(=O)c3ccco3)CC2)cs1
    0.1	4	-1	-0.7
COC(=O)c1cc2c(C(F)(F)F)cc(N3CCCCC3)nc2s1
    -0.1	7	-6	1.2
O=S(=O)(c1cccs1)N1CCC(c2nc3ccccc3[nH]2)CC1
    0.0	3	3	-1.5
NC(=O)c1ccc[n+](CC(O)COc2ccccc2)c1 (stereo unspecified)
    0.3	1	3	1.9
NC(C(=O)N1CCC(Nc2ccc3[nH]ncc3c2)CC1)c1cccc(F)c1 (stereo unspecified)
    0.0	6	0	1.8
COc1cc(C)nc(N(CCO)CCO)n1
    -0.1	-4	-10	-1.1
O=C(Nc1cc(NC(=O)C2CCCCC2)cc(-c2nc3ccccc3[nH]2)c1)C1CCCCC1
    0.1	12	-2	0.2
O=C1CSC(c2cn(-c3ccccc3)nc2-c2cc3ccccc3oc2=O)N1CC1COc2ccccc2O1 (stereo unspecified)
    0.1	-13	-10	0.5
O=C(CSc1nnc(NC(=O)Cc2cccs2)s1)Nc1nccs1
    0.1	6	11	-1.2
COc1cccc(CC(=O)Nn2c(C3CCCCC3)nc3ccccc3c2=O)c1
    -0.1	-5	-4	1.6
CCOC(=O)c1c(C)n(-c2ccccc2)c2c1cc(OC(C)=O)c1ccccc12
    0.1	-28	0	0.5
Cc1ccc(-c2sc(-c3cccnc3)nc2CC(=O)O)cc1
    -0.1	7	3	1.6
O=C(Cc1ccc(F)cc1)N1CC[C@@H]2[C@H](CCCN2C(=O)CC2=CCCCC2)C1
    0.2	3	6	-1.0
CCN1CCCC1CNC(=O)c1cc(S(=O)(=O)CC)c(N)cc1OC (stereo unspecified)
    0.0&-0.2	-1&-10	-4	1.6&1.6
C/C(=N\NC(=O)Cc1cccn1C)c1ccc(Cl)c(Cl)c1
    -0.1	5	-19	1.9

(cont.)
Each structure is followed by: FBW7 act	MITF primary	TEAD-YAP inh	GPR151 ag
CC12c3ccccc3C(c3ccccc31)C1C(=O)N(c3ccccc3)C(=O)C12 (stereo unspecified)
    0.1	3	2	0.4
Cc1c(C(=O)Nc2ccc([N+](=O)[O-])cc2)sc2ncn(C)c(=O)c12
    0.7	-3	-19	0.0
CCN1CCN(CC(O)COCCOc2ccc(C(C)(C)C)cc2)CC1 (stereo unspecified)
    0.0	7	-10	-1.4
O=C(Nc1cccc(NC(=O)c2ccc(-c3cccc(Cl)c3)o2)c1)c1ccco1
    0.5	0	-5	-0.6
O=C1C(=O)N(Cc2cc(C(F)(F)F)cc(C(F)(F)F)c2)c2ccccc21
    0.6	-3	1	-0.5
Cc1cc2c(c(=O)n1CC1CCCO1)C(c1cccc(Br)c1)C(C#N)=C(N)O2 (stereo unspecified)
    0.0	-5	0	-0.6
O=[N+]([O-])c1ccc2nc(Nc3cccc(C(F)(F)F)c3)c(Nc3cccc(C(F)(F)F)c3)nc2c1
    0.4	15	1	-1.0
CC(=O)N/C(=N\c1nc(C)cc(C)n1)Nc1ccc(NC(C)=O)cc1
    0.0	1	0	1.0
CCCCNC(=O)CSc1nc2n[nH]c(C)c2c(=N)n1-c1ccccc1C
    -0.1	0	-11	1.2
COc1ccc(S(=O)(=O)NC(C)C)cc1I
    -0.2	9	2	-0.5
COc1ccc(CCNC(=O)c2ccc(NS(C)(=O)=O)cc2)cc1
    0.3	-12	-3	1.0
COC(=O)c1sc(NC(=O)c2ccc3c(c2)OCCO3)c(C#N)c1C
    0.1	-1	0	1.0
O=c1c(=O)n2c(nn1CN1CCOCC1)sc1ccccc12
    -0.3	-8	0	1.2
COc1ccccc1C1CN(CCNC(=O)/C=C/c2cnc[nH]2)Cc2ccccc2O1 (stereo unspecified)
    0.1	11	-1	-0.7
N#C/C(=C\c1ccc2c(c1)OCO2)C(=O)Nc1ccc(S(=O)(=O)Nc2ncccn2)cc1
    -0.2	-4	-1	-0.1

Remaining list, next part
Each structure is followed by: FBW7 act	MITF primary	TEAD-YAP inh	GPR151 ag
CCCCNC(=S)N/N=C/c1cccs1
    -0.2	-5	1	-1.1
O=C(O)C1CCCCC1C(=O)Nc1ccc(F)cc1F (stereo unspecified)
    -0.1	-4	4	1.9
O=C(O)CC1S/C(=N/N=C/c2ccccc2OC(=O)c2ccc(Cl)cc2)NC1=O (stereo unspecified)
    0.5	16	4	-2.1
COCC(=O)N(Cc1ccc(OC)cc1)Cc1cc2cc(C)ccc2n2nnnc12
    -0.1	-8	1	-0.5
COc1ccc(-c2c(C)nn3c(NCCCn4ccnc4)c(C)c(C)nc23)cc1
    -0.2	9	-16	-0.7
COc1ccc(C(=O)NCC(=O)Nc2ccc(F)cc2)cc1OC
    0.0	13	-8	-0.3
O=C(c1cc(=O)c2ccccc2o1)N1CCC(CO)(Cc2ccccc2Cl)CC1
    0.0	13	-3	0.6
CC1CCN(C(=O)Cn2cnc3c2c(=O)n(C)c(=O)n3C)CC1
    -0.1	2	-6	-0.3
CSCCCNC(=O)c1ccc(OC2CCN(CCc3ccccc3)CC2)cc1
    -0.2	-1	-25	-0.4
Cc1ccc(NC(=O)CSc2nnc(-c3ccoc3C)n2CC2CCCO2)cc1Cl (stereo unspecified)
    -0.1	6	8	-0.5
Nc1nnc(CCCCCCCCc2nnc(N)s2)s1
    1.4	18	19	0.5
CCOC(=O)c1cccc(NC(=O)n2ncc3cc(Cl)ccc32)c1
    -0.1	2	85*	5.6*
CCC(=O)NNc1nc2c(c(=O)n1-c1ccccc1)C1(CCCC1)Cc1ccccc1-2
    0.8	5	7	-0.3
COCCNS(=O)(=O)c1ccc(S(=O)(=O)N2CCCCCC2)cc1
    -0.1	1	-1	0.4
C=CCOc1cc(Br)c(/C=C2\C(=O)NC(=S)N(CC=C)C2=O)cc1OC
    -0.3	-12	4	0.1

Next part.
Each structure is followed by: FBW7 act	MITF primary	TEAD-YAP inh	GPR151 ag
O=C(CCCN1CCC(O)(c2cccc(C(F)(F)F)c2)CC1)c1ccc(F)cc1
    0.6	-1	-2	-0.5
O=C(COC(=O)c1cc(S(=O)(=O)N2CCOCC2)ccc1F)c1ccc[nH]1
    -0.1	4	-1	-1.7
Cc1cc(S(=O)(=O)NCCC(=O)O)ccc1F
    0.0	13	-1	0.0
COC(=O)c1ccc(NC(=O)c2ccc(OC)c(I)c2)cc1
    -0.1	2	-31	-1.1
Nc1cccc(-c2nc(NCCCN3CCCC3=O)c3ncn(-c4ccccc4)c3n2)c1
    0.2	5	59*	0.5
CN(C(=O)c1cc2ccccc2oc1=O)C1(C)CCS(=O)(=O)C1 (stereo unspecified)
    -0.1	-1	1	0.9
Cc1nc(N2CCCCC2)nc(N2CCCCC2)c1C=O
    -0.1	-4	-5	0.1
O=C(c1c(F)cccc1F)N1CCN=C1SCc1cccnc1
    -0.1	-4	-19	-1.0
CC1CCCCC1NC(=O)Cn1c(=O)oc2cc(Cl)ccc21 (stereo unspecified)
    0.3	3	3	-1.0
COc1ccc(OC)c(NC(=S)NN2CCOCC2)c1
    -0.1	16	4	0.3
O=C1C(=O)N(c2cccnc2)C(c2cccc(F)c2)/C1=C(/O)c1ccccc1 (stereo unspecified)
    -0.1	-4	-2	-1.8
NC(=O)CSc1nnc(-c2cc(-c3cccs3)nc3ccccc23)o1
    0.1	6	0	-0.9
COc1cccc(-c2cc(-c3ccc(C)o3)c(C#N)c(N)n2)c1
    0.1	-12	2	0.9
COc1cc(C2N(c3cccc(Cl)c3)C(=O)C3CCCN32)cc(OC)c1OC (stereo unspecified)
    -0.2	-9	1	-0.7
CC1CC(C)CN(C2CC(=O)N(c3ccc(Br)cc3Br)C2=O)C1 (stereo unspecified)
    -0.1	12	4	-1.5

Single records (already shown):
COc1ccc(OC)c(NC(=S)NN2CCOCC2)c1 in the list: FBW7 act: -0.1; MITF primary: 16; TEAD-YAP inh: 4; GPR151 ag: 0.3
COc1cccc(-c2cc(-c3ccc(C)o3)c(C#N)c(N)n2)c1 in the list: FBW7 act: 0.1; MITF primary: -12; TEAD-YAP inh: 2; GPR151 ag: 0.9
Cc1cc(S(=O)(=O)NCCC(=O)O)ccc1F in the list: FBW7 act: 0.0; MITF primary: 13; TEAD-YAP inh: -1; GPR151 ag: 0.0

(more compounds)
Each structure is followed by: FBW7 act	MITF primary	TEAD-YAP inh	GPR151 ag
CCn1ccnc1P(=O)(c1ccccc1)N1CCCCCC1 (stereo unspecified)
    0.0	40	-4	-1.3
Cc1cnc(C(=O)OCC(=O)Nc2ccc(C(F)(F)F)cc2)cn1
    -0.2	3	-13	0.2
COC(=O)Nc1c(-c2ccccc2)nc2c(Br)cc(Br)cn12
    0.0	-5	6	-0.1
c1ccc(-c2nc3c(c(N4CCCC4)n2)CN(Cc2cccnc2)CC3)cc1
    0.0	2	-5	-0.7
O=C(CCl)Nc1ccc(F)cc1[N+](=O)[O-]
    -0.1	2	12	-0.6
Cc1ccc(-n2c(-c3ccc(Cl)cc3)c[n+]3c2CCC3)cc1
    0.0	-6	64*	2.3
NS(=O)(=O)c1ccc(CCNC(=O)CCCn2c(SCC(=O)c3ccc(Cl)c(Cl)c3)nc3ccsc3c2=O)cc1
    0.0	-6	8	0.0
CN1C(=O)C(O)(CC(=O)c2ccc(F)cc2)c2cc([N+](=O)[O-])ccc21 (stereo unspecified)
    -0.3	7	4	-0.5
CCOC(=O)c1sc(NC(=O)CSc2nnc(CNC(=O)c3ccc(C)c(C)c3)n2Cc2ccccc2)c(C(=O)OCC)c1C
    0.1	-14	0	-0.8
Cc1ccc(-c2nc3ccccc3s2)cc1NC(=O)c1cccc(OCCC(C)C)c1
    0.1	-12	9	1.2
O=[N+]([O-])c1cccc(C(Nc2nccs2)c2ccc3cccnc3c2O)c1 (stereo unspecified)
    -0.4	37	38*	-0.7
COCCn1c(N)c(N(Cc2ccccc2)C(=O)c2oc3ccccc3c2C)c(=O)[nH]c1=O
    -0.1	3	-8	0.2
CCCNC(=O)CN(C)S(=O)(=O)c1ccc2nc(-c3ccccc3)[nH]c2c1
    -0.2	-6	-2	1.4
COc1ccc(CCNC(=O)CCc2c(C)n[nH]c2C)cc1
    0.0	0	6	0.0
O=[N+]([O-])c1ccc(NCCNS(=O)(=O)Cc2ccccc2)c(C(F)(F)F)c1
    -0.2	-4	10	-0.7

Next section.
Each structure is followed by: FBW7 act	MITF primary	TEAD-YAP inh	GPR151 ag
CC(c1ccccc1)N1C(=O)NC(NS(=O)(=O)c2ccccc2)(C(F)(F)F)C1=O (stereo unspecified)
    0.0	-6	-6	-1.1
CCOC(=O)c1cnc2ccc(OCC)cc2c1Nc1ccc(C(C)C)cc1
    0.1	-34	2	-0.6
Nc1ncc(-c2cccc(CO)c2)nc1NCC1CCOCC1
    -0.1	5	7	-0.3
CCCOC(=O)c1cccc(Nc2c(C(=O)OCC)cnc3c(C)cccc23)c1
    -0.1	1	2	-0.5
COc1ccc(/C=N/n2c(C)nnc2-n2nc(C)cc2C)cc1OC
    -0.1	-4	-17	0.1
COc1ccc(CN2CCCCC2CO)cc1C (stereo unspecified)
    0.8	-11	-11	0.1
O=C(NC(=S)Nc1ccc(NC(=O)c2cccs2)cc1)c1ccco1
    0.6	8	3	-0.5
